# RXFP1 antag: qHTS Assay for Antagonists of the Relaxin Receptor RXFP1; 350,000 tested, 0.59% active; HEK293-RXFP1, relaxin-stimulated cAMP HTRF, 30 min; hits give low values; AID 1259400, 2018; activity change, negative = inhibition, % at 57.5 µM; Relaxin receptor 1 (Homo sapiens), Q9HBX9;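 active means activity change of -60% or lower, but not beyond a set lower limit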; further: on the % scale 0 is the no-effect control and ±100 the full control effect
# D2 antag: HTS Assay for Allosteric Antagonists of the Human D2 Dopamine Receptor: Primary Screen for Antagonists | inhibition, % at 10 µM | HEK293 TREx D2 cells, calcium flux, dopamine EC80 | D(2) dopamine receptor (Homo sapiens), P14416 | 340,000 tested, 2% active; in the data active means inhibition above about 30%; further: 0% is about no effect
# Target sequence (P14416 whole entry, looked up): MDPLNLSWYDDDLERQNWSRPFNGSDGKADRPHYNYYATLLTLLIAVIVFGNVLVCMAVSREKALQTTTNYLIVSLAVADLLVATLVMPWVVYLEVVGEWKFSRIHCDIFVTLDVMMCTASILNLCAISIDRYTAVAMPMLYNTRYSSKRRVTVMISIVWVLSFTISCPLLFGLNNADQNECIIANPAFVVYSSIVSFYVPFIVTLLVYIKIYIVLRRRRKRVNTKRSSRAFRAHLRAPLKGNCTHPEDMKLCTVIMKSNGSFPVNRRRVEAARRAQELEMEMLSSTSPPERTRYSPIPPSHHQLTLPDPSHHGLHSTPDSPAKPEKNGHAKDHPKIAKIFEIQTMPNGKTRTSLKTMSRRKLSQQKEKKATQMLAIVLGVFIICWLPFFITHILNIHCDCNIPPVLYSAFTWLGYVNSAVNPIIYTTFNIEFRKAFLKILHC
#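 Calcium mobilization kinetics were recorded at 1 s intervals in tetracycline-induced HEK293 T-REx D2 cells, first for 180 s after compound addition and then 180 s after EC80 dopamine.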
# D1 PAM: Potentiators of Human D1 Dopamine Receptor: qHTS | D(1A) dopamine receptor (Homo sapiens), P21728 | HEK293 TREx D1 cells, calcium flux, dopamine EC20 potentiation | potentiation, % at 10 µM | 360,000 tested, 0.036% active; in the data active means potentiation above about 30%; further: 0% is about no effect
# Target sequence (P21728 whole entry, looked up): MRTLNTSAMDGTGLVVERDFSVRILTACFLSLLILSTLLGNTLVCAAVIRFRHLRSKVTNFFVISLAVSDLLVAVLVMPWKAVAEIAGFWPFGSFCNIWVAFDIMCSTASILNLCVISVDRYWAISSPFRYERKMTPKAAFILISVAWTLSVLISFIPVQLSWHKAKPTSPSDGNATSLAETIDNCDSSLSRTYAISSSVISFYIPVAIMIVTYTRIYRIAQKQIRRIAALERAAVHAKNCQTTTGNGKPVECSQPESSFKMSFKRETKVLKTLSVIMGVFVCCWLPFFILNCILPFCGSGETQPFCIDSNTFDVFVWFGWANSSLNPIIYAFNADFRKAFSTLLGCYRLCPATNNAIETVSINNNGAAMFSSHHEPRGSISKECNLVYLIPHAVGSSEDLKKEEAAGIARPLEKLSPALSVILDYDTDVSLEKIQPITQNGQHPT
# D1 ag: Allosteric Agonists of the Human D1 Dopamine Receptor: qHTS. activation, % at 2 µM. AID 504660, 2011. D(1A) dopamine receptor (Homo sapiens), P21728. HEK293 T-REx D1 cells, calcium flux, agonist mode. 360,000 tested, 1% active; further: 0% is about no effect
#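 Inducible HEK293 T-REx D1 cells, force-coupled to calcium signalling, were plated at 4000 cells/well with tetracycline and held overnight at 30 C. After no-wash calcium dye loading, compound-evoked calcium rise over 180 s flagged agonists.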
# D2 ag: HTS Assay for Allosteric Agonists of the Human D2 Dopamine Receptor: Primary Screen for Agonists; activation, % at 2 µM; 340,000 tested, 0.53% active; AID 485358, 2010; D(2) dopamine receptor (Homo sapiens), P14416; HEK293 T-REx D2 cells, calcium flux agonist mode;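 active means activation over 3 SD above normal in the single-dose calcium agonist read, cut at about 30% in these data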; further: 0% is about no effect
#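 HEK293 Trex D2 cells, tetracycline-induced, o/n 30 C 5% CO2; no-wash Ca dye, RT 30–90 min; 10-cycle baseline, 23 nl cpd added, kinetic Ca read 180 s; agonist hits = positive Ca response.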
# TRHR PAM: qHTS for Small Molecule Agonists and Allosteric Enhancers of Human TRH Receptor: Primary Screen for Enhancers; TRHR cells, fluo-8 calcium fluorescence, EC20 TRH enhancement; 360,000 tested, 0.66% active; Thyrotropin-releasing hormone receptor (Homo sapiens), P34981; enhancement, % at 2 µM; in the data active means enhancement above about 30%; further: 0% is about no effect
#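 TRHR-expressing cells loaded with fluo-8 calcium dye were read kinetically (ex 480/em 530) during compound addition, then stimulated with an EC20 of TRH (10 nM final). Enhancement of the Gq-mediated intracellular calcium response was scored.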
# D1 antag: Antagonist of Human D 1 Dopamine Receptor: qHTS; D(1A) dopamine receptor (Homo sapiens), P21728; HEK293 TREx D1 cells, calcium flux, dopamine EC80; hits give low values; activity change, negative = inhibition, % at 10 µM; 360,000 tested, 3.2% active; AID 504652, 2011; in the data active means activity change below about -30%; further: on the % scale 0 is the no-effect control and ±100 the full control effect
#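 Inducible Hek293 Trex D1 cells (tetracycline, overnight, 30 C). Calcium dye 30–90 min RT. Antagonist mode: EC80 dopamine added after 180 s compound read.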
# D2 potentiator: HTS Assay for Positive Allosteric Modulators of the Human D2 Dopamine Receptor: Primary Screen for Potentiators; D(2) dopamine receptor (Homo sapiens), P14416; HEK293 T-REx D2, calcium flux, EC20 dopamine potentiation; potentiation, % at 10 µM; 340,000 tested, 0.34% active; AID 485347, 2010;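 active means potentiation over 3 SD above the plate norm, cut at about 30% in these data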; further: 0% is about no effect
#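 Primary screen. Calcium kinetics in induced HEK293 T-REx D2 cells: compound pre-addition 180 s, EC20 dopamine, 180 s more.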
# TRHR agonist: qHTS for Small Molecule Agonists and Allosteric Enhancers of Human TRH Receptor: Primary Screen for Agonists; 360,000 tested, 0.18% active; AID 493084, 2011; Thyrotropin-releasing hormone receptor (Homo sapiens), P34981; TRHR cells, calcium flux fluo-8, FDSS agonist mode; activation, % at 2 µM; further: 0% is about no effect
#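 TRHR-expressing cells loaded with fluo-8 calcium dye; 23 nL library compound pin-transferred, kinetic FDSS fluorescence (Ex 480/Em 530) recorded about 180 s for agonist-induced calcium release, before a 10 nM TRH EC20 addition for potentiator mode.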
# The depositor's hits bear a star; / = not tested or not shown; & = joins results of further samples. Unless noted, no stated cut-off is given here; in the data, active means activation above about 30%; inactive means the rest.
no.	SMILES	RXFP1 antag	D2 antag	D1 PAM	D1 ag	D2 ag	TRHR PAM	D1 antag	D2 potentiator	TRHR agonist
1	CCc1cccc(C)c1NC(=O)C(C)Sc1nc2c(c(=O)[nH]1)CCCC2 (stereo not drawn)	3	/	-2	2	/	2	-8	7	-0.7
2	CCC(=O)Nc1cccc(-c2nc3ccccc3o2)c1	0	/	-4	1	/	-8	2	4	2.3
3	Cc1ccc(C)c(NC(=O)C(C)N(c2ccccc2)S(C)(=O)=O)c1 (stereo not drawn)	/	/	-2	2	1.4	-9	-11	-11	0.4
4	O=C1c2ccccc2C(=O)C1c1ccc(Br)cc1	15&-6	4	-6	0	0.0	-3	-3	-2	0.3
5	O=C(NC1CCCCCC1)c1ccc(CS(=O)(=O)Cc2ccccc2F)o1	-11	-1	1	2	0.4	2	5	4	0.0
6	CCOc1ccc(-n2nc3c(=O)[nH]nc(C)c3c2C)cc1	-11	0	0	0	-0.3	1	-60*	-3	-0.4
7	Cc1nn(Cc2ccc(F)cc2)c(C)c1NC(=O)c1cnn2c1NC(c1ccccc1)CC2C(F)(F)F (stereo not drawn)	-7	-2	-9	4	0.9	-4	-2	1	-0.3
8	Cc1cc(C)cc(-n2ccnc(NCc3ccc(F)cc3)c2=O)c1	/	/	1	2	-0.1	3	-17	-12	-0.3
9	N#CC1=C(N)NC(SCc2ccc(Cl)cc2)=C(C#N)C12CCCCC2	-18	13	7	3	0.6	6	-14	-7	-0.4
10	Cc1ccccc1NC(=O)Cc1nc(COC(=O)c2cc([N+](=O)[O-])ccc2NCCO)cs1	6	-2	-11	0	0.0	-12	-6	-4	-0.4
11	Cc1cc(C)cc(NC(=O)N2CCC(NC(=O)c3ccco3)CC2)c1	-2	-3	-2	0	1.0	4	10	3	0.1
12	Cc1ccc2nc3c(c(Nc4ccc(C)c(C)c4)c2c1)CCC3	/	/	1	-1	/	5	-5	9	-1.6
13	CCc1noc(C)c1C(=O)N1CCCC1	13	-18	-1	9	0.3	0	30	6	-0.7
14	CCOc1ccc(S(=O)(=O)NCCC(=O)NCc2ccc(OC)c(OC)c2)cc1	0	14	-4	-1	0.2	1	-4	-7	-0.8
15	COc1cccc(C(=O)N2CCOCC2)c1	-18	12	-1	1	-0.3	4	-11	-4	0.0
16	O=C(CSc1nnnn1C1CCCC1)N1CCOCC1	4	28	5	1	-1.0	-1	-3	1	0.4
17	Cc1onc(-c2ccccc2Cl)c1C(=O)N1C=CC(C(F)(F)Cl)=NCC1	-7	-6	0	1	-0.2	0	12	15	-0.9
18	O=c1[nH]c(-c2ccncc2)nc2ccccc12	-2	20	0	3	0.0	-4	-5	-13	0.0
19	COc1ccc(/C=N/NC(=O)c2cc(-c3ccccc3)nc3ccccc23)c(OC)c1	4	-22	0	3	2.1	-1	-10	-6	1.3
20	COc1ccc(CSc2cccc3cccnc23)cc1[N+](=O)[O-]	10	-6	7	7	-0.9	-7	-8	3	-1.8

no.	SMILES	RXFP1 antag	D2 antag	D1 PAM	D1 ag	D2 ag	TRHR PAM	D1 antag	D2 potentiator	TRHR agonist
21	CC(C)(C)NC(=S)N/N=C/c1c(Cl)cccc1Cl	2	0	1	2	1.2	10	38	4	3.4
22	COc1ccc(-c2nc(-c3ccccn3)no2)cc1	-5	-9	-3	3	0.5	-2	-2	0	-0.1
23	CCOC(=O)c1cnc2nc(NCc3cccc(Br)c3)[nH]n2c1=O	-13	/	-1	2	-1.3	-1	-5	-3	0.1
24	Cc1nc2c(C(=O)NCc3ccccc3)c[nH]n2c(=O)c1Cl	9	8	0	2	-0.9	-1	-1	4	-0.1
25	Nc1cc2nn(-c3ccccc3)nc2cc1Cl	-2	-18	3	4	0.2	-4	-10	7	-0.3
26	O=C(O)CSC1CC(=O)N(c2ccc(Cl)c(Cl)c2)C1=O (stereo not drawn)	-7	/	1	-1	/	3	-1	/	0.8
27	CN(C)C(CNC(C(=O)Nc1ccc([N+](=O)[O-])cc1Br)c1ccccc1)c1ccccc1 (stereo not drawn)	-22	-8	-6	1	0.6	0	5	0	-0.6
28	CCc1ccc(S(=O)(=O)/N=C2\C=C(Nc3ccc(C(=O)O)cc3)C(=O)c3ccccc32)cc1	10	-5	/	4	-3.4	-1	2	0	-2.1
29	O=S(=O)(c1ccc(F)cc1)N1CCN(S(=O)(=O)c2ccc3c(c2)OCCO3)CC1	/	/	7	7	/	-4	-4	/	0.1
30	COc1cc(NC(=O)CCc2ccccc2)c(C(=O)O)cc1OC	-16	/	-4	2	/	0	4	/	-0.1
31	Cc1cc2cc(CNC(=O)Nc3cccc(Cl)c3)ccc2n1C	/	-10	2	-1	0.1	0	-3	11	-0.1
32	CCOC(=O)C1CCN(C(=O)c2oc3ccc(S(=O)(=O)N4CCCCCC4)cc3c2C)CC1	4	5	2	5	0.1	2	-9	-3	0.2
33	S=C(NC1CCCCC1)N1CCN(c2ccccn2)CC1	-27	-2	-6	0	11	44*	1	-4	0.2
34	CCc1ccccc1N(C)C(=O)c1cc2c(=O)oc3ccccc3c2s1	/	/	2	2	-1.0	13	2	5	-0.1
35	COc1ccccc1NC(=O)N(c1c(N)n(Cc2ccccc2)c(=O)[nH]c1=O)C1CCCC1	7	-18	0	0	0.6	16	5	3	0.1
36	CSCC[C@H](NC(=O)COc1ccc(Cl)cc1)c1nc2ccccc2[nH]1	1	-20	4	4	-0.7	-2	-6	-9	-1.3
37	Cc1ccc(C(=O)NCC(C)(C)O)cc1	-4	38*	-3	0	0.4	-3	-13	19	-0.8
38	COc1ccc(/C=N/NC(=O)c2nc(Cl)c(Cl)c(N)c2Cl)cc1COc1ccc(F)cc1F	-30	11	0	5	-0.7	-3	-1	-7	0.3
39	Cc1cc(C(=O)C(=O)O)c(C)n1-c1ccc(Cl)c(Cl)c1	-5	-11	-5	2	0.9	-1	1	-4	0.2
40	CCN(CC)S(=O)(=O)c1ccc2c(c1)N(CC(=O)NCCCN1CCN(c3cc(Cl)ccc3C)CC1)C(=O)CO2	/	/	-5	15	/	1	-18	-26	-0.8

no.	SMILES	RXFP1 antag	D2 antag	D1 PAM	D1 ag	D2 ag	TRHR PAM	D1 antag	D2 potentiator	TRHR agonist
41	Nn1c(SCc2ccccc2)nc2c(cnn2-c2ccccc2)c1=O	-7	8	3	5	-0.4	-2	1	-2	0.3
42	Cc1ccc2nc(N3CCN(c4cccc(Cl)c4)CC3)c3nnnn3c2c1	-3	/	-1	0	1.1	-1	-6	-4	1.0
43	COc1cc(OC)cc(C(=O)N2CCN(C(=O)c3ccc(-c4ccccc4)cc3)CC2)c1	-18	6	3	0	0.1	36*	-1	4	0.0
44	N#Cc1c(NCCCO)nc(-c2ccco2)c2c1CCCC2	-1	-2	0	-1	0.5	10	-5	-2	-1.7
45	COc1ccccc1-c1csc(-n2ncc(C#N)c2N)n1	/	/	8	0	/	-2	3	5	1.4
46	CC1CCN(c2nnc(-c3cccs3)c3ccccc23)CC1	-30	-1	-3	2	-0.9	-5	1	5	0.0
47	O=C(CSc1nnnn1C1CCCCC1)NCc1cccc(C(=O)O)c1	3	23	-1	6	0.7	3	2	/	-1.7
48	O=C(CSc1nnc(-c2ccncc2)n1Cc1ccco1)N1c2ccccc2Sc2ccc(Cl)cc21	-8	-2	-4	4	-0.2	-15	36	3	1.2
49	Cc1ccc(S(=O)(=O)N2CCOCC2)cc1NC(=O)CNCc1cccnc1	5	60*	-1	4	77*	-4	-20	-17	-0.8
50	COc1ccc(CC(=O)N2N=C(C)CC2(O)C(F)(F)F)cc1OC (stereo not drawn)	-20	5	0	2	0.3	4	0	-2	0.4
51	COc1ccc(CN(C(=O)Nc2cc(C)ccc2C)C2CCN(C(C)=O)CC2)cc1	-14	/	2	-1	1.6	6	-2	-7	0.4
52	CC(=O)N/C(=C\c1ccccc1)C(=O)OCC(=O)c1ccc(F)cc1	4	-4	-3	0	-0.1	-2	-14	7	-0.1
53	CC(C)Cc1nnc(NC(=O)CC(=O)Nc2ccccc2C(=O)O)s1	-14	-17	-10	0	-0.2	14	-21	-9	-0.6
54	CCOC(=O)c1sc2nc(SC)nc(-c3ccccc3)c2c1N	-7	31*	1	2	-0.1	3	7	6	0.1
55	c1ccc(-n2nnnc2N2CCOCC2)cc1	-3	9	0	1	0.3	6	-9	1	0.5
56	COc1ccc(CNC(=O)c2cc(C)nc3c2c(C)nn3-c2cccc(Cl)c2C)cc1	-3	/	-5	3	-1.8	-6	3	-2	-0.5
57	O=C(O)c1cccnc1SCC(=O)C12CC3CC(CC(C3)C1)C2	9	/	-10	3	/	-3	10	/	0.1
58	N#C/C(=C\c1ccc(Cl)cc1)c1n[nH]c(Cn2cncn2)n1	2	-10	0	0	0.4	21	-3	0	0.6
59	Cc1ccc(OCCCC(=O)Nc2ccc(Br)cc2)cc1	10	12	-13	5	-0.1	3	-67*	-8	-0.4
60	CC1CCCC(NC(=O)C2COc3ccccc3O2)C1C (stereo not drawn)	7	-14	/	-1	-0.6	4	28	6	0.9

# Compound profiles (already shown).
# Record of `CC1CCN(c2nnc(-c3cccs3)c3ccccc23)CC1` : RXFP1 antag: -30; D2 antag: -1; D1 PAM: -3; D1 ag: 2; D2 ag: -0.9; TRHR PAM: -5; D1 antag: 1; D2 potentiator: 5; TRHR agonist: 0.0
# Record of `Cc1ccc(OCCCC(=O)Nc2ccc(Br)cc2)cc1` : RXFP1 antag: 10; D2 antag: 12; D1 PAM: -13; D1 ag: 5; D2 ag: -0.1; TRHR PAM: 3; D1 antag: -67*; D2 potentiator: -8; TRHR agonist: -0.4

# Following part:
no.	SMILES	RXFP1 antag	D2 antag	D1 PAM	D1 ag	D2 ag	TRHR PAM	D1 antag	D2 potentiator	TRHR agonist
61	N#Cc1cccc(S(=O)(=O)NCC(=O)OCC(=O)c2ccc[nH]2)c1	-13	19	-5	6	2.3	2	7	7	-0.2
62	COCCCNC(=O)C(F)(F)C(F)(F)C(=O)NCCCOC	-10	-11	-3	2	-0.1	0	3	-21	-1.4
63	CC(C)Oc1cccc(C(=O)C2CCCN(C(=O)c3ccsc3)C2)c1 (stereo not drawn)	4	8	0	2	1.2	-3	-6	2	-0.9
64	Cc1cc(C)nc(NS(=O)(=O)c2ccc(NC(=O)Cn3c(=O)oc4ccccc43)cc2)n1	/	4	/	4	0.0	-5	2	-1	0.2
65	COC(=O)c1c(NC(C)=O)sc(C(=O)Nc2ccccc2)c1C	-2	7	-9	0	0.0	7	-18	-8	0.8
66	CCn1c(SCC(=O)Nc2cccc(F)c2)nc2c(c1=O)SC(C)C2 (stereo not drawn)	/	14	2	4	-0.9	-5	-19	-7	-0.6

# Screens from PubChem BioAssay.
